Source: PubChem
SR-BI uptake up – activators of SR-BI mediated HDL lipid uptake | CHO ldlA[mSR-BI] cells, DiI-HDL uptake fluorescence, 3 h; 100 = double the neutral-control signal | activation, % at 12.5 µM | hit rate 0.096% among 320,000 | AID 504775;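 active means mean replicate activation of at least 60% and every replicate at or above 60%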;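 further: 0% = median plate neutral-control signal and 100% = twice that signal; values of inactives mirror those of a sister screen read the other way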
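material = CHO ldlA[mSR-BI] cells | medium = Ham's F12 with 0.5% BSA, HEPES 25 mM, pH 7.4 | reagent = fluorescent DiI-HDL, 10 µg/mL final | compound dosing = single-point compound dose | incubation = 3 h, 37 °C | measured by = bottom-read fluorescence, 550/595 nm | measure = HDL uptake via cellular fluorescence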
Arr AP2 block – blocks beta-arrestin peptide binding to AP2 adaptin; hit rate 0.31% among 340,000; AID 504490; FITC-arrestin peptide / GST-AP2 beads, flow cytometry; AP2 beta2 appendage carries R879A mutation; inhibition, % at 10 µM;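 active means inhibition above a set limit, near 3 SD of compounds lacking own fluorescence, cut at about 54% in these data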;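 further: plate controls were DMSO wells for no effect and 5 µM unlabelled arrestin peptide for full effect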
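Material – AP2 appendage R879A on GSH beads · Buffer or medium – PBS with 0.05% Tween 20 and 0.1% BSA · Probe or stimulus – fluorescein-tagged arrestin peptide at 50 nM final · Incubation – compound with beads 12 min RT, then probe 1 h RT · Detection – high-throughput flow cytometry of beads, ex 488, em 535 nm · Evaluation – percent response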
NSD2 HMT inh – inhibitors of human histone methyltransferase NSD2 | O96028 | NSD2 peptide methylation, AlphaScreen, 120 min | inhibition, % at 12.5 µM | hit rate 0.54% among 310,000; in the data active means inhibition above about 50%
dFosB act – mouse delta FosB homodimer activation; purified delta FosB, TAMRA-CDK5 oligo fluorescence polarization; percent of positive-control signal above neutral wells; AID 493131; P13346; hit rate 0.99% among 340,000; activation, % at 25 µM;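 active means mean activation above about 17%, with every replicate also reaching it, limit read from the data, passing the limit was not always enough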;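 further: fluorescence polarization rise as delta FosB binds a TAMRA Cdk5 AP-1 oligo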
Target sequence (P13346 whole entry, looked up): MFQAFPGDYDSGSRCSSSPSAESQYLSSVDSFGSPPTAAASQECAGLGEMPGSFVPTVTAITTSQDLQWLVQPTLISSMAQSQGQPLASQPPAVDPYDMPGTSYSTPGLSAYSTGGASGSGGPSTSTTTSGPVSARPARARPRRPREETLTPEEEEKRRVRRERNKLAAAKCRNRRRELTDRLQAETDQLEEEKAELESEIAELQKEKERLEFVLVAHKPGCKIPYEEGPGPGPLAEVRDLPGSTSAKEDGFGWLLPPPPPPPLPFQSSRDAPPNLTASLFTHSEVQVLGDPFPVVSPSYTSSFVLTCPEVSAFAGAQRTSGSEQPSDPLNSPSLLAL
MITF act – increases MITF-driven TRPM1 promoter luciferase signal; SK-MEL-5 TRPM1-promoter luciferase, 24 h; % of positive control, neutral wells = 0; hit rate 0.75% among 300,000; activation, % at 12.5 µM;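 active means mean activation of at least 80% with every replicate also reaching 80%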;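 further: 0% = neutral control wells and 100% = parthenolide positive control wells; values of inactives mirror those of a sister screen read the other way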
SUMO Mot1 rescue – SUMOylation pathway inhibition by Mot1-301 growth rescue; growth rescue, % at 18.8 µM; AID 2716; S. cerevisiae Mot1-301 growth rescue, ATP luminescence, 38.5C; percent above DMSO median, 100 means doubled; hit rate 1% among 320,000;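 active means every valid replicate shows activation above 250% relative to neutral control wells; inactive means the rest, any valid replicate at or below 250%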;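 further: OY570 slx delta 5 strain wells were the positive control but not used for scaling; some compounds called inactive have numbers as strong as hits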
PKA-R1A activ – activates the PKA-R1A holoenzyme complex | PKA-R1A dissociation, Cy5-IP20 fluorescence polarization; scaled: DMSO 0%, 113 µM cGMP 100% | P00514+P68181 | activation, % at 11.4 µM | hit rate 0.083% among 340,000 | AID 504707;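 active means percent activation above the mean of all tested compounds plus 3 SD, cut at about 19% in these data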;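 further: higher means more PKAc released from R1A so a rise in polarization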
Pemphigus Ab inh – blocks pemphigus antibody binding to human desmoglein-3; hit rate 0.48% among 310,000; DSG3-coupled beads, scFv-anti-DSG3-GFP binding, flow cytometry; hits give low values; binding (percent of control), % at 10 µM;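 active means binding more than 3 SD below its plate's average and above zero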;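 further: hits lower antibody fragment binding to DSG3; some compounds called inactive have numbers as strong as hits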
PKA-R2B act – PKA-R2B complex activation; PKA-R2B holoenzyme dissociation, Cy5-IP20 fluorescence polarization; R2B truncated from residue 108, S112A mutant; 0% DMSO only, 100% 113 µM cGMP; hit rate 0.079% among 340,000; P22694+P31323; activation, % at 11.4 µM;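 active means activation above a cutoff set at the mean over all compounds plus 3 SD, cut at about 18% in these data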;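 further: higher means more holoenzyme dissociation and a rise in polarization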
Target sequence (P31323 whole entry, looked up, other chains not shown, the tested form may be a part): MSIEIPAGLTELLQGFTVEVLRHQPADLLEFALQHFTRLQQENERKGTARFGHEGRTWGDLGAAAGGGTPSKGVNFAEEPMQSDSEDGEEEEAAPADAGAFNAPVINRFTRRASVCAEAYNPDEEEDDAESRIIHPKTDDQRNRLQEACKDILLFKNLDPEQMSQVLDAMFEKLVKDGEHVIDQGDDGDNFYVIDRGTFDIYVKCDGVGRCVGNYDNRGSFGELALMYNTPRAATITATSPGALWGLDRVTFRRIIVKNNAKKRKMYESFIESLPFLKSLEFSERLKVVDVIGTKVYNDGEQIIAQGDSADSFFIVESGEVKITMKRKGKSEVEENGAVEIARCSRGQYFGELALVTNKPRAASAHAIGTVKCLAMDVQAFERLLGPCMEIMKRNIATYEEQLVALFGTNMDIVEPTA
CDK5 p35 inh – inhibitors of human CDK5/p35 kinase. inhibition, % at 10 µM. hit rate 0.01% among 330,000. AID 488839. Recombinant CDK5/p35, ADP-Glo luminescence, 60 min. Q00535+Q15078;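 active means highest replicate inhibition of at least 50% and at least 75% of replicates reaching 50%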;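 further: plate controls were DMSO neutral control for no effect and GW8510 at 10 µM for full effect; many of its hits are not listed in these tables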
SR-BI DiI inh – inhibitors of mouse SR-BI mediated HDL lipid uptake | ldlA[mSR-BI] CHO cells, DiI-HDL uptake fluorescence, 3 h | Q61009 | AID 488896 | hit rate 0.96% among 320,000 | inhibition, % at 12.5 µM;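 active means mean replicate inhibition of at least 70% and a set share of replicates each scoring 70 or more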;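 further: 0% = median of neutral control wells and 100% = median of positive control wells; values of inactives mirror those of a sister screen read the other way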
* hit, by the source's call; · = not tested or not shown.

SMILES	SR-BI uptake up	Arr AP2 block	NSD2 HMT inh	dFosB act	MITF act	SUMO Mot1 rescue	PKA-R1A activ	Pemphigus Ab inh	PKA-R2B act	CDK5 p35 inh	SR-BI DiI inh
CCCCN1CNC(=S)N(CCc2ccc(OCC)c(OCC)c2)C1	13.3	15.1	-0.3	-16.4	·	-32.2	16.6	98.7	-3.0	-0.2	-13.3
COCCNC(=O)CN1CCOc2ccccc21	11.0	-3.5	·	-5.8	-12.7	13.7	14.3	109.6	4.4	-0.5	-11.0
CCC(C(=O)NCc1ccc(C)cc1)c1ccccc1 (configuration not stated)	18.9	-18.9	-4.7	-2.4	·	0.6	-8.2	110.4	0.5	-0.9	-18.9
CSc1ccccc1C(=O)C1CCCN(S(=O)(=O)N(C)C)C1 (configuration not stated)	-5.0	44.5	4.1	2.5	7.7	9.6	-5.9	94.5	-5.8	0.6	5.0
COCCN(CCOC)C(=O)CN1C(=O)NC2(CCCc3sccc32)C1=O (configuration not stated)	·	-6.5	-1.6	-0.2	-4.8	-5.5	-1.2	113.3	4.1	-0.1	·
CCN(CC)C(=O)c1ccc(NS(=O)(=O)c2ccccc2)cc1	28.6	-14.6	3.6	6.3	-11.5	3.5	-5.2	101.8	-1.2	-0.6	-28.6
CCCOc1ccc(N2C(=O)CC(SCC(N)C(=O)OCC)C2=O)cc1 (configuration not stated)	2.5	-0.8	-6.8	-5.9	·	0.3	-2.8	121.5	-5.7	1.1	-2.5
Cc1nc(NCCO)c(C#N)c2c1COC(C)(C)C2	12.3	25.2	0.5	0.4	0.6	163.1	0.8	99.1	-1.5	0.9	-12.3
COc1ccc(CCC(=O)NNC(=O)c2cc(Cl)ccc2OC)cc1	·	5.9	1.8	0.5	2.0	46.1	0.7	·	8.4	0.5	·
O=C(O)c1ccc(NC(=S)Nc2ccccc2)cc1	17.4	-2.0	1.4	2.3	-3.6	19.5	-8.6	108.6	3.1	-0.4	-17.4
C=CCNC(=O)/C(C#N)=C/c1ccc(SC)cc1	17.0	14.4	-1.9	-0.6	18.4	-18.0	-0.2	97.3	-11.1	0.5	-17.0
CCN(Cc1ccc2c(c1)OCCO2)C(=O)CN1C(=O)NC2(CCCCC2)C1=O	-7.4	5.1	-0.3	-7.3	8.1	-17.4	-7.8	99.4	-1.7	0.0	7.4
O=C(N/N=C/c1ccc(Br)o1)c1cc([N+](=O)[O-])cc([N+](=O)[O-])c1	-36.4	10.1	-4.9	-1.3	-22.2	-6.1	-2.2	96.4	-3.9	0.3	36.4
CCC(CC)C(=O)Nc1cccc(C(=O)Nc2ccc(S(=O)(=O)Nc3ccc(C)cc3)cc2)c1	-35.7	9.8	1.3	-19.3	-8.0	-19.6	-4.3	102.2	-4.0	4.6	35.7
O=C(O)c1ccccc1-c1nc2ccccc2c(=O)n1O	-5.6	17.0	-3.1	-2.5	3.8	-3.3	-3.3	99.4	-4.1	-0.1	5.6
CCCN1Cc2cccc(C(=O)NCc3ccc4c(c3)OCO4)c2C1=O	5.3	2.8	-0.1	-14.3	2.3	698.0	-9.8	·	2.6	2.0	-5.3
CC(=O)Nc1ccccc1NC(=O)CC(C)(C)C	12.1	-1.2	0.0	-1.5	-6.2	11.4	-6.5	105.3	-7.4	-1.0	-12.1
CCOC(=O)c1ccc(Nc2nnc3nc(C)cc(C)n23)cc1	11.1	2.2	2.8	0.2	-0.1	1.8	1.1	105.5	2.5	0.8	-11.1
CCC(CC)CN1CCC(CN2C(=S)NC[C@@H]2[C@@H](C)CC)CC1	5.8	-6.1	·	-2.6	-10.9	·	1.6	102.2	-2.1	0.2	-5.8
Cc1ccc(C)c(CS(=O)(=O)c2cn(CC(=O)N3CCC(C)CC3)c3ccccc23)c1	-27.5	-6.5	0.4	-4.5	1.4	-24.5	-10.7	115.6	2.4	0.5	27.5
CC1(C)COC(c2coc3ccccc3c2=O)OC1	14.7	8.4	-3.0	-10.1	78.9	-11.2	-7.7	97.7	12.3	-0.1	-14.7
COc1ccc(C2CC(c3ccc(OC)cc3)n3nc(N)nc3N2)cc1 (configuration not stated)	12.0	7.1	·	-15.0	·	-4.7	-4.1	102.9	-8.3	1.0	-12.0
CNS(=O)(=O)c1ccc(NC(=O)C(CCSC)NC(N)=O)cc1 (configuration not stated)	24.6	-8.0	6.4	0.5	·	-3.7	-1.5	·	2.1	-0.9	-24.6
CC1CCCC(C)N1C(=O)COc1ccc(C(=O)N/N=C/c2ccc(C(=O)O)cc2)cc1 (configuration not stated)	-7.2	-18.1	-2.2	-2.2	5.9	-9.9	-8.0	98.3	-16.8	1.6	7.2
Nc1c(C(=O)Nc2ccc(S(=O)(=O)N3CCCC3)cc2)sc2nc3cc4c(cc3cc12)CCC4	-54.9	4.5	-1.4	-3.1	14.7	-18.3	6.7	102.0	5.5	2.3	54.9

Profiles from above.
CNS(=O)(=O)c1ccc(NC(=O)C(CCSC)NC(N)=O)cc1 (configuration not stated) in the list: SR-BI uptake up = 24.6; Arr AP2 block = -8.0; NSD2 HMT inh = 6.4; dFosB act = 0.5; MITF act = ·; SUMO Mot1 rescue = -3.7; PKA-R1A activ = -1.5; Pemphigus Ab inh = ·; PKA-R2B act = 2.1; CDK5 p35 inh = -0.9; SR-BI DiI inh = -24.6
Nc1c(C(=O)Nc2ccc(S(=O)(=O)N3CCCC3)cc2)sc2nc3cc4c(cc3cc12)CCC4 in the list: SR-BI uptake up = -54.9; Arr AP2 block = 4.5; NSD2 HMT inh = -1.4; dFosB act = -3.1; MITF act = 14.7; SUMO Mot1 rescue = -18.3; PKA-R1A activ = 6.7; Pemphigus Ab inh = 102.0; PKA-R2B act = 5.5; CDK5 p35 inh = 2.3; SR-BI DiI inh = 54.9

The results go on.
SMILES	SR-BI uptake up	Arr AP2 block	NSD2 HMT inh	dFosB act	MITF act	SUMO Mot1 rescue	PKA-R1A activ	Pemphigus Ab inh	PKA-R2B act	CDK5 p35 inh	SR-BI DiI inh
COC(=O)c1cn(C(=O)c2cccs2)c2ccccc12	-15.4	-4.0	-6.3	-8.2	6.7	-11.5	1.0	72.5	-1.5	-4.5	15.4
CC(=O)c1cccc(NC(=O)C2CCN(C(=O)c3cccs3)CC2)c1	·	-5.7	-2.4	-2.9	4.3	-5.8	-1.1	118.4	-8.6	-1.0	·
CCCCSC1(SCCCC)N=C(N)C2(C#N)C(c3ccccc3)NC(C)=CC12C#N (configuration not stated)	-15.3	-2.9	-0.1	1.5	-23.0	245.7	-1.8	101.6	7.8	-1.3	15.3
Cc1ccc(S(=O)(=O)OCCC2=CC(=O)CCN2Cc2ccccc2)cc1	-44.6	20.0	·	-3.2	10.1	-23.5	5.1	116.7	8.7	1.4	44.6
COc1ccc(-c2ccc(SCC(=O)NCC3CCCO3)nn2)cc1OC (configuration not stated)	12.9	-6.9	-4.7	2.5	-8.8	-16.1	4.0	95.8	9.2	-2.3	-12.9
O=C1CC(c2ccccc2)CC(O)=C1C=NCCN1CCNCC1 (configuration not stated)	35.2	-5.0	5.9	3.8	-4.2	-7.7	6.6	109.3	6.6	1.4	-35.2
O=C(NCc1ccc(F)cc1)C1CCC(=O)N1C1CCCCC1 (configuration not stated)	26.8	-0.1	-1.8	0.5	-7.7	3.8	-5.0	98.4	1.8	-1.0	-26.8
CCC(C)C(NC(=O)c1ccc(Cl)cc1)C(=O)O (configuration not stated)	16.3	0.2	5.1	13.2	-3.5	3.6	-6.6	98.2	-8.0	4.4	-16.3
Cc1cc(C)n(-c2ccc(NC(=O)C3CCN(Cc4ccccn4)CC3)cc2)n1	-17.2	3.8	-0.4	-7.4	5.8	226.1	-2.5	115.2	6.7	1.4	17.1
COc1ccc(C)cc1S(=O)(=O)N1CCOCC1	17.1	30.2	6.8	3.5	-4.2	-8.3	·	97.6	·	-0.1	-17.1
CCn1cc(C(=O)OC(C)C(=O)Nc2c(C)n(C)n(-c3ccccc3)c2=O)c(=O)c2ccc(C)nc21 (configuration not stated)	17.7	13.3	0.0	2.2	·	·	-4.6	99.8	-13.7	-2.3	-17.7
N#CC1=C(N)Oc2cc(N)ccc2C1c1ccc(F)cc1 (configuration not stated)	-7.8	0.1	-2.2	-1.5	·	-21.4	2.1	·	-0.1	-0.3	7.8
O=[N+]([O-])c1ccc(/C=N/Nc2nc(N3CCCCC3)nc(N3CCCCC3)n2)cc1	-7.7	1.3	-0.3	0.7	-2.9	47.7	-4.0	96.8	-11.7	-0.1	7.7
CN(Cc1ccccc1)C(=O)CN1CCN(S(=O)(=O)c2ccc(Cl)c(Cl)c2)CC1	27.5	-3.2	-2.2	-13.6	1.8	19.8	-8.7	·	-2.8	-1.6	-27.5
CCOc1cccc(/C=N/NC(=S)NCCN2CCOCC2)c1O	29.8	10.6	-9.0	-4.4	-3.9	-1.3	-4.0	101.1	-7.9	0.8	-29.8
CC(=O)c1ccc2c(c1)C1C=CCC1C(C(=O)O)N2 (configuration not stated)	21.6	22.6	127.9*	-19.2	2.7	·	·	·	·	-14.3	-21.6
CCOc1ccc(-n2nc(C(=O)NC3CCCCC3)c3ccccc3c2=O)cc1	7.7	-5.0	9.5	-11.0	22.7	-19.8	8.2	·	5.6	2.8	-7.7
CCCNC(=O)c1ccccc1NC(=O)Cc1ccc(OC)c(S(=O)(=O)N2CCOCC2)c1	1.3	-4.0	0.8	6.1	-11.5	-15.1	4.7	104.8	10.2	-1.6	-1.3
O=C(Nc1ccccc1)NC1CCN(CCCN2C(=O)c3ccccc3C2=O)CC1	-7.7	-8.0	-0.2	-8.6	1.0	83.5	3.8	95.8	1.0	-1.6	7.7
O=C(CSc1ccccc1)NCC(c1ccco1)N1CCCCC1 (configuration not stated)	-4.7	-20.3	1.7	3.5	-4.2	-6.3	0.2	106.3	5.0	-8.9	4.7
CC(C)C(NC(=O)c1ccc(S(=O)(=O)N2CCOCC2)cc1)c1nc2ccccc2[nH]1 (configuration not stated)	-1.8	1.4	-0.5	-4.2	0.1	3.0	4.3	106.7	-0.8	-9.5	1.8
CCCCN(CCCC)CCCNC(=O)C1CC(c2ccc(C(F)(F)F)cc2)=NO1 (configuration not stated)	-4.2	-2.4	·	2.3	7.3	7.9	0.0	98.1	-3.5	1.0	4.2
CCC(C)(C)NC(=O)C(OC(=O)c1ccco1)c1ccc(OC)cc1 (configuration not stated)	19.4	3.2	0.6	-5.4	-4.3	23.3	4.5	98.1	-7.8	0.6	-19.4
